Mito fusion yeast: inhibitors of mitochondrial division or activators of mitochondrial fusion; S. cerevisiae fusion-defective mutant growth rescue, CellTiterGlo 48 h; Potency, µM (doses to about 46.1 µM), inactives show at the top dose growth rescue (activation), most hits filed as activators; 0.23% of 320,000 active; AID 485298;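 also: potency is read from the fitted curve at half-maximal effect; % of control where 0% means no effect; nearly all actives have a fitted effect of over 45% in size; temperature-sensitive fusion mutants such as fzo1-1 at 37 °C on non-fermentable ethanol glycerol medium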
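Yeast fusion mutant, YPEG (non-fermentable carbon), compound, 48 h at 37C non-permissive; CellTiterGlo added, 10 min RT, luminescence read. Rescued growth = division inhibition.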
S-ASM inh: inhibitors of human secretory acid sphingomyelinase | P17405 | placental ASM, HMU-PC fluorogenic substrate, 60 min | Potency, µM (doses to about 57.5 µM), without a hit: at the top dose activity change, negative = inhibition, most hits filed as inhibitors | 0.006% of 340,000 active | AID 504937; also: potency is read from the fitted curve at half-maximal effect
Target sequence (P17405 47-631 limits assumed): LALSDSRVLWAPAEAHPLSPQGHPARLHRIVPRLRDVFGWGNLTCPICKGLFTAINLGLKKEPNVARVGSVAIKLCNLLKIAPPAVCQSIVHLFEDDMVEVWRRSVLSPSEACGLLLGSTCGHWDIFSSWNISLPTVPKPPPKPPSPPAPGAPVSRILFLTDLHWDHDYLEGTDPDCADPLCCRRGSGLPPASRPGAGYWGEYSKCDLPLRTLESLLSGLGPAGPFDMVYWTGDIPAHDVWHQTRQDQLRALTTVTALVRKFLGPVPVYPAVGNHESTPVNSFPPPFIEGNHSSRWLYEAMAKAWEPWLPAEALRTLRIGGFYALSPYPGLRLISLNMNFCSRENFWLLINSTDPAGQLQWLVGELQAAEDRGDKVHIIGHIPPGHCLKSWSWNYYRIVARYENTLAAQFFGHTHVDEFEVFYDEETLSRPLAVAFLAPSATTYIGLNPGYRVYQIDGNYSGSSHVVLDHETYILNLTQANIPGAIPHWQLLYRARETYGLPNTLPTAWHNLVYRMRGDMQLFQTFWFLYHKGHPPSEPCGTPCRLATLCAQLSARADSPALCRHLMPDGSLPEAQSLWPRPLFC
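Fluorogenic HMU-PC substrate (9 uM final) is turned over by placental ASM in 60 min at 37 C after a 10 min compound preincubation. Reaction ended by alkaline stop (pH 10), with fluorescence read at 386/447 nm.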
TSHR antag: blocks TSH signaling through the human TSH receptor; P16473; TSHR-expressing cells, TSH-stimulated cAMP HTRF, 2 h; active compounds read low; activity change, negative = inhibition, % at 11.5 µM; 0.2% of 330,000 active; AID 504810;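 active = activity change below a set negative limit, meaning inhibition stronger than a set level, cut at about -70% in these data; inconclusive = activity change between two set negative limits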; also: % is scaled to controls: 0 for no effect and ±100 for the full control effect
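Antagonism was scored as loss of TSH-driven cAMP in TSHR cells, stimulated with 4nM TSH (EC80) for 2 hours at 37 deg C and detected by homogeneous HTRF competition immunoassay.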
A-T KAP1 phos: candidate therapy for ataxia-telangiectasia. […] A-T fibroblasts, KAP-1 phosphorylation AlphaLISA; neocarzinostatin DNA damage 30 min before lysis. Potency, µM (top dose mostly 57.5 µM), inactives show top-dose activation, most hits filed as activators. 0.19% of 320,000 active; also: potency is read from the fitted curve at half-maximal effect; % of control where 0% means no effect; nearly all actives have a fitted effect of over 45% in size
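ATM-like activity read as KAP-1 phosphorylation via AlphaLISA donor/acceptor antibody pairs after lysis and 6 hr at 25C. Cells were ATM-null patient fibroblasts ([…], hTERT), dosed 60 min, then exposed to the DSB inducer NCS for 30 min.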
MBNL1 CUG block: blocks human MBNL1 binding to CUG repeat RNA; Q9NR56; TR-FRET MBNL1-His/biotin-(CUG)12 binding, 665/545 ratio; Potency, µM (highest dose often 57.5 µM), inactives show at the highest dose activity change, negative = inhibition, actives largely listed as inhibitors; 0.036% of 280,000 active; active = well fitted inhibition curve with a large enough effect in the signal ratio, with a control signal flat, not every such curve was filed as active; inconclusive = small, poorly fitted or top-dose-only effect, or effect the other way, or a change in a side signal; inactive = no such curve, though single readings can be large or run the other way; the % refers to the signal ratio; also: potency is read from the fitted curve at half-maximal effect; % is scaled to controls: 0 for no effect and ±100 for the full control effect
Target sequence (Q9NR56 whole entry, looked up): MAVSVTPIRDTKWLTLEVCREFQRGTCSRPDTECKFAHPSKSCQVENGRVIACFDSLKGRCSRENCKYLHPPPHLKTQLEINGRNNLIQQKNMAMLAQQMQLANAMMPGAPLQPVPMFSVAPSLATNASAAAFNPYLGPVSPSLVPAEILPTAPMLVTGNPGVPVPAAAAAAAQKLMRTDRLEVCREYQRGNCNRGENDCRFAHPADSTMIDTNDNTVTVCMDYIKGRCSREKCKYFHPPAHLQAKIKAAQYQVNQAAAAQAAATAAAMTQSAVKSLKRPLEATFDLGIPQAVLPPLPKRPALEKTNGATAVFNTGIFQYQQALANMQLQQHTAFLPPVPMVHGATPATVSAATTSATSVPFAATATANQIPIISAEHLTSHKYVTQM
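Compound titration spanned 92 nM–58 uM against the MBNL1-His/biotin-(CUG)12 complex. After 60 min at room temperature with 5 nM streptavidin-XL665 and 0.055 ng/ul terbium anti-His, ratiometric 665/545 nm emission (Ex 340 nm) normalized to controls.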
CXXC DNA block: blocks binding of human MLL CXXC domain to DNA. Q03164. Potency, µM (titrated, usually from 115 µM), without a hit: top-dose activity change, negative = inhibition, usual class: inhibitors. 0.037% of 290,000 active. AID 2662. MLL-CXXC / FITC-HOXA9 DNA fluorescence polarization; active = well fitted inhibition curve with a large enough effect in the polarisation, with a control signal flat, not every such curve was filed as active; inconclusive = small, poorly fitted or top-dose-only effect, or effect the other way, or a change in a side signal; inactive = no such curve, though single readings can be large or run the other way; the % refers to the polarisation; also: potency is read from the fitted curve at half-maximal effect
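Purified MLL-CXXC (added from a 7 uM solution) was preincubated 5 min at ambient with pinned compounds in 50 mM Tris-HCl pH 7.5, 50 mM NaCl, 1 mM DTT, 0.05% BSA. Fluorescein-labeled HOX-A9 DNA (50 nM solution) followed, 30 min, then polarization read.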
Integrin act MD: integrin-mediated muscular dystrophy alleviation activation; Potency, µM (series often up to 38.3 µM), for inactives: at the top dose activation, hits mostly activators; 0.064% of 350,000 active; alpha7betagal myoblasts, beta-gal FDG fluorescence, 48 h;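 also: potency is read from the fitted curve at half-maximal effect; 100% = response of the positive control SU9516; nearly all actives have a fitted effect of over 60% in size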
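alpha7betagal+/- myoblasts (passage 13, 250/well) treated 48 h at 37C with compounds at 1:260 dilution of DMSO stock. Lysed, then beta-galactosidase activity read as FDG fluorescence (ex 480/em 540) after 30 min, with pre-read for autofluorescence.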
PTAP TSG101 blk: blocks PTAP/TSG101 interaction to inhibit HIV-1 budding; Fluorescence polarization, FITC-PTAP peptide / Tsg101 binding; Potency, µM (highest dose often 115 µM), for the others: top-dose activity change, negative = inhibition, hits mostly inhibitors; 340,000 tested, under 10 active; Q99816; active = well fitted inhibition curve with a large enough effect in the main read-out, with a control signal flat, not every such curve was filed as active; inconclusive = small, poorly fitted or top-dose-only effect, or effect the other way, or a change in a side signal; inactive = no such curve, though single readings can be large or run the other way; also: potency is read from the fitted curve at half-maximal effect; % of control where 0% means no effect
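Steps: Tsg101 binding domain dispensed (10 uM final), compounds pinned in DMSO, FITC-labeled PTAP-motif peptide added (50 nM final); after 20 min binding at room temperature, polarization measured.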
TCR act: activates T cell receptor signaling. AID 504894. Potency, µM (highest dose often 9.22 µM), inactives show at the top dose activation of IL-2 secretion, actives largely listed as activators. primary human leukocytes, anti-CD3, IL-2 HTRF, 48 h. 330,000 tested, under 10 active; also: % of control where 0% means no effect
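Primary human leukocytes incubated 48 hr with anti-CD3 beads plus compound, without co-stimulation. Secreted IL-2 measured by HTRF (europium cryptate/d2 anti-IL-2 pair, 320 nm excitation, 665 nm emission).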
Menin MLL FP TR: displaces Texas Red mutant MLL peptide from human menin | O00255 | Menin + Texas Red MLL mutant peptide, fluorescence polarization | Potency, µM (titrated, usually from 61.6 µM), inactives show at the top dose FP activity change, negative = inhibition, actives largely listed as inhibitors | 0.23% of 270,000 active | AID 1768; active = well fitted inhibition curve with a large enough effect in the polarisation, with a control signal flat, not every such curve was filed as active; inconclusive = small, poorly fitted or top-dose-only effect, or effect the other way, or a change in a side signal; inactive = no such curve, though single readings can be large or run the other way; the % refers to the polarisation; also: potency is read from the fitted curve at half-maximal effect; % of control where 0% means no effect; many of its hits are not listed in these tables
The depositor's hits bear a star; u = inconclusive; x = no result given; & = joins results of further samples; [ ] = remark or other dose. Unless noted, calls follow the shape of the dose curve; as a rule, active = well fitted curve in the direction sought with a large enough effect; inconclusive = small, poorly fitted or top-dose-only effect, or another doubt; inactive = no such curve, though single readings can be large; an effect the other way counts as inactive or inconclusive.

SMILES	Mito fusion yeast	S-ASM inh	TSHR antag	A-T KAP1 phos	MBNL1 CUG block	CXXC DNA block	Integrin act MD	PTAP TSG101 blk	TCR act	Menin MLL FP TR
COc1ccc(N(CC(=O)NCCSCc2ccccc2C)S(=O)(=O)c2ccccc2)cc1	1.1%	x	3.4	-3.1%	0.3%	3.3%	-11.8%	0.9%	-0.9%	x
CC(NC(=O)C(=O)N1CCCCC1)C(c1cccs1)N1CCN(c2ccccc2F)CC1 (stereo not drawn)	-3.8%	0.3%	-5.6	7.5%	0.4%	2.0%	9.2%	-9.1%	-5.1%	2.5%
C[C@H](CO)NC(=O)[C@H](C)[C@@H]1C[C@@]1(C)[C@@H](NC(=O)OCc1ccccc1)c1ccccc1	0.5%	4.0%	4.2	-6.6%	u	-2.2%	11.4%	2.4%	0.9%	1.8%&16.5%
Cc1nn(-c2ccc(F)cc2)c(C)c1NS(=O)(=O)c1ccc(Cl)cc1	21.4%	-12.7%	0.3	2.1%	-8.4%	-4.3%	0.0%	-5.8%	-19.6%	12.1%
CCOc1ccc(OCC)c(NC(=O)c2[nH]c(C)c(C(C)=O)c2C)c1	-1.6%	2.9%	-3.8	7.5%	43.3%[activator]	4.7%	8.1%	-8.2%	3.6%	u
COc1cccc(N2CCN(C(=O)c3ccc(CS(=O)c4ccccc4Cl)o3)CC2)c1 (stereo not drawn)	4.3%	-0.6%	7.3	1.0%	-2.9%	11.2%	-4.7%	-1.9%	-3.7%	x
C=CCSc1nnc(N2C(=O)C(O)=C(C(=O)c3ccco3)C2c2ccc(F)cc2)s1 (stereo not drawn)	-0.6%	5.3%	-26.3	-2.4%	67.4%[activator]	0.5%	-1.5%	-9.3%	2.2%	x
COc1ccc2nc(C)cc(SCC(=O)N/N=C/c3cccc4ccccc34)c2c1	-0.4%	-3.2%	-3.5	-7.6%	1.6%	47.7%[activator]	-22.4%	-0.9%	-1.5%	-4.4%
Cc1nc(N)ncc1Sc1ccc(Cl)cc1	7.0%	-0.5%	6.9	-1.6%	x	5.9%	-13.0%	-3.0%	0.9%	0.8%
O=S(=O)(c1cccc(-n2cnnn2)c1)N1CCOCC1	-3.2%	-0.1%	-8.9	9.7%	-8.4%	8.4%	-0.5%	-6.6%	-1.8%	-0.6%
CS(=O)(=O)N(CC(=O)NCc1ccncc1)Cc1ccc(Cl)cc1	-5.7%	0.5%	5.3	0.0%	4.1%	-1.7%	26.6%	0.3%	-0.2%	19.2%
O=C1Nc2ccc(Br)cc2C1=Nc1cccnc1	29.5%	-0.3%	-0.4	-2.8%	-1.3%	-23.5%	-20.9%	-4.7%	-43.4%	x
O=C(O)c1cccc2c1C(=O)c1cccc3snc-2c13	2.3%	96.7%[activator]	4.6	-0.3%	u	-9.9%	-8.6%	-10.2%	4.2%	x
CCc1ccc(C(=O)N2CCN(c3ccc(NC(=O)c4cccnc4)cc3)CC2)cc1	4.5%	0.0%	1.9	5.6%	-2.3%	-7.5%	1.5%	-5.2%	-1.1%	x
COc1ccccc1/C(C)=N/NC(=O)c1nnn(-c2nonc2N)c1C(C)C	8.6%	-1.1%	1.7	0.6%	8.1%	-3.5%	18.9%	-2.3%	-4.9%	6.4%
CCN(CC)S(=O)(=O)c1ccc(N2CCCCC2)c(NC(=O)c2ccncc2)c1	-3.7%	-0.3%	7.8	-6.2%	1.5%	-4.5%	12.4%	0.3%	5.5%	-2.2%
Cc1cccc(C)c1NC(=O)C(=O)NCCc1c[nH]c2ccccc12	-1.9%	-2.5%	2.8	2.9%	-3.0%	0.2%	15.5%	0.3%	-2.0%	25.2%
O=C(CC1C(=O)NCCN1Cc1ccoc1)NCCCn1ncc2ccccc21 (stereo not drawn)	10.0%	0.4%	-21.7	3.0%	u	-9.0%	-8.7%	1.3%	-12.7%	u
Cc1cccc(C(=O)OCC(=O)NC(C)CCc2ccccc2)c1 (stereo not drawn)	0.8%	-3.3%	-10.3	7.5%	x	2.7%	-16.3%	-3.3%	x	-2.9%
CCN(CC)CCNC(=O)c1ccc(NC(=O)Cc2cccc3ccccc23)cc1	u	0.5%	-7.5	-2.3%	-5.3%	2.4%	-65.7%[inhibitor]	-2.0%	0.9%	-4.2%
O=C(Nc1nc(N2C(=O)c3ccccc3C2=O)n(-c2ccccc2)n1)c1ccccc1	x	1.5%	3.0	-5.3%	-7.5%[11.5 µM]	-5.8%	-0.4%	-2.0%	-1.2%[46.1 µM]	-0.3%
CCN1CCN(C(=O)CN(c2ccc(C)cc2)S(C)(=O)=O)CC1	-0.3%	-0.1%	x	x	-8.1%	4.0%	-4.2%	0.9%	-3.9%	17.0%
CCc1cc(=O)oc2cc(C)cc(OCC(=O)NCC3CCC(C(=O)O)CC3)c12 (stereo not drawn)	2.9%	-1.0%	1.8	-8.2%	-3.4%	-4.2%	5.4%	-1.4%	-2.1%	u
Cc1cc(C)c2c(N)c(C(=O)NC3CCCC3)sc2n1	-2.0%	x	-6.6	6.9%	u	-0.3%	0.0%	-1.3%	-2.6%	0.8%
O=C(CN(Cc1ccco1)S(=O)(=O)c1ccccc1)N/N=C/c1cccc(O)c1	-0.8%	-5.1%	-8.1	-0.7%	-3.7%	-6.5%	21.4%	-4.1%	4.3%	4.9%
Cc1cc(C)cc(OC(C)C(=O)Nc2ccc(S(=O)(=O)Nc3cc(C)nc(C)n3)cc2)c1 (stereo not drawn)	-0.2%	4.4%	6.0	8.2%	-1.5%	15.2%	u	-3.5%	-6.6%	x
Cc1onc(-c2c(F)cccc2Cl)c1C(=O)OCC(=O)N1C(C)CCCC1C (stereo not drawn)	x	-4.0%	2.2	5.8%	x	x	u	-0.1%	-5.1%	x
COc1cc2c(cc1OC)C(Cc1cc(OC)c(OC)cc1[N+](=O)[O-])=NCC2	x	-9.3%	x	x	x	x	-19.2%	-1.8%	5.7%	x
CCOC(=O)C1=C(C)NC(SCc2cc(=O)[nH][nH]2)=C(C#N)C1c1cccs1 (stereo not drawn)	4.5%	-3.5%	-5.4	8.3%	6.8%	5.1%	-1.1%	0.7%	x	u
N/C(=N\OC(=O)CC1CCCCC1)c1ccccc1	18.7%	-0.1%	1.4	0.6%	x	-2.6%	18.5%	-0.5%	-9.5%[46.1 µM]	-0.5%
c1cncc(CNc2nc(N3CCOCC3)nc(N3CCOCC3)n2)c1	-1.5%	3.4%	-13.2	x	-10.5%	-2.6%	25.0%	-5.8%	3.1%	6.1%
CCN1CCN(C(c2cccs2)C(C)NS(=O)(=O)c2ccc(Br)cc2)CC1 (stereo not drawn)	-0.9%	3.0%	28.7	-1.7%	6.3%	-3.8%	0.0%	2.2%	-2.2%	u
CCn1c(SCC(=O)Nc2ccc(F)cc2)nnc1-c1cnccn1	-0.3%	0.1%	-5.2	-0.2%	-3.1%	15.5%	u	-1.5%	2.9%	x
COc1ccc(C(=O)Nc2cc(OC)c(Cl)cc2OC)cc1	8.6%	-8.1%	-6.7	-2.1%	7.6%	-2.4%	-12.7%	-3.2%	-5.0%	6.3%
CCOC(=O)C1=C(C)N=c2s/c(=C\C(=O)OC)c(=O)n2C1c1ccc(OC)cc1 (stereo not drawn)	-13.9%	2.2%	-5.0	3.8%	-0.9%	-2.1%	5.9%	-5.8%	3.8%	16.2%
COC(=O)C1=C(C)N(C)C(=O)NC1c1ccsc1 (stereo not drawn)	-2.0%	-2.8%	2.7	-1.9%	-7.9%	1.4%	0.0%	-4.7%	-2.6%	-8.4%
COc1cccc(/C=C/C(=O)c2ccc(NC3=NCCCS3)cc2)c1	-4.8%	-2.7%	20.0	30.2%	-3.4%	-17.5%	0.0%	-5.2%	x	18.4%
COC(=O)c1[nH]c2cccc(OC)c2c1NC(=O)CCN1CCN(c2cccc(Cl)c2)CC1	5.3%	x	-11.6	1.5%	9.3%	-2.5%	x	x	x	-6.9%
CCN(Cc1ccccc1)C(=O)C1CCN(CC2CC=CCC2)CC1 (stereo not drawn)	-1.9%	3.9%	-2.0	-1.6%	x	7.4%	-7.4%	-3.0%	-8.8%	-23.3%
CNC[C@H]1Oc2c(NC(=O)C3CCCCC3)cccc2C(=O)N([C@H](C)CO)C[C@@H]1C	x	4.3%	1.9	9.8%	x	x	14.6%	-3.8%	-3.3%	x

Not all compounds are listed; rates above refer to the full screens.
